# From PubChem
# LmPK inhibitor – inhibitors of Leishmania mexicana pyruvate kinase | AID 1721 | Potency, µM (series often up to 57.5 µM), for the others: at the highest dose activity change, negative = inhibition, hits mostly inhibitors | purified LmPK, Kinase-Glo ATP luminescence, 1 h | 0.37% of 290,000 active; further: potency means the concentration at half of the fitted maximal effect
# Target sequence (Q27686 whole entry, looked up): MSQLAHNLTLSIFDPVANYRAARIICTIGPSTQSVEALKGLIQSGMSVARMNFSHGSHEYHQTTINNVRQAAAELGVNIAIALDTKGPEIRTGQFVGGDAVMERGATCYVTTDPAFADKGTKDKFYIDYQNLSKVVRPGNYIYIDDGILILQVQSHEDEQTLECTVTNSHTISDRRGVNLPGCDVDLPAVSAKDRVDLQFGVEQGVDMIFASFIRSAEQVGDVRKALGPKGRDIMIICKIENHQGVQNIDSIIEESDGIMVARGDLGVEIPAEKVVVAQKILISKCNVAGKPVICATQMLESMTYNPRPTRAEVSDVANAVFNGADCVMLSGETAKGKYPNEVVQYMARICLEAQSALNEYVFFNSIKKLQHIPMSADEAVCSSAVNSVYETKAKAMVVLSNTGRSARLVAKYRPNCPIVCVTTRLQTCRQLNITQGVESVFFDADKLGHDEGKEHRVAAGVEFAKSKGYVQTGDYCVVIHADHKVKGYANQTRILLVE
#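 Pyruvate kinase activity monitored as ATP production (luciferase luminescence). Conditions: 0.1 nM enzyme, 0.5 mM PEP, 0.1 mM ADP, 1 h, RT; normalized against uninhibited and no-enzyme wells.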
# AMA1 RON2 block – disrupts binding of P. falciparum AMA1 to RON2; AlphaScreen AMA1-biotinylated RON2 peptide binding; Potency, µM (top dose mostly 58.2 µM), for the others: at the highest dose activity change, negative = inhibition, actives largely listed as inhibitors; 0.2% of 360,000 active; AID 720542;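 further: potency means the concentration at half of the fitted maximal effect; 0% = vehicle wells and -100% = peptide control; nearly all actives have a fitted effect of over 45% in size; some results filed as inactive show a strong effect at the top dose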
#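 AMA1 (3D7) with his tag at 25 nM final met compounds first, then biotinylated RON2 peptide at 25 nM; detection used donor plus acceptor beads, 10 µg/mL apiece, read by AlphaScreen after 30 min at room temperature.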
# TbPYK inhibitor – T. brucei pyruvate kinase inhibition; 0.12% of 410,000 active; Q57TT1; Potency, µM (series often up to 76.8 µM), inactives show top-dose activity, negative = inhibition, most hits filed as inhibitors; TbPYK enzyme, Kinase-Glo Plus ATP luminescence, 45 min; further: potency means the concentration at half of the fitted maximal effect; nearly all actives have a fitted effect of over 50% in size
#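 Screened from lowest to highest concentration, compounds were pinned into TbPYK/substrate mixtures, and ADP (130 uM final) was added. Plates sat at room temperature for 45 min prior to Kinase-Glo Plus detection by luminescence.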
# HCV inhibitor – blocks hepatitis C virus; Potency, µM (top dose mostly 41.8 µM), for the others: at the highest dose activity change, negative = inhibition, most hits filed as inhibitors; 3.4% of 340,000 active; Huh7.5.1 HCVcc-Cre infection, luciferase reporter, 44 h; AID 651820; further: potency means the concentration at half of the fitted maximal effect
#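 Antiviral activity was scored by luciferase reporter output from cells infected with HCVcc-Cre (~0.5 moi) in presence of compound, 44 h infection period, cells seeded 1,000/well 4 h prior.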
# AmpC no deterg – blocks E. coli AmpC beta-lactamase in detergent-free assay | P00811 | AmpC nitrocefin hydrolysis, absorbance 480 nm, 0.0001% Triton | Potency, µM (series often up to 57.1 µM), without a hit: at the top dose activity change, negative = inhibition, usual class: inhibitors | 0.52% of 330,000 active;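 further: potency means the concentration at half of the fitted maximal effect; plate controls were no compound for no effect and no enzyme for full effect; nearly all actives have a fitted effect of over 20% in size; some results filed as inactive show a strong effect at the top dose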
# Target sequence (P00811 whole entry, looked up): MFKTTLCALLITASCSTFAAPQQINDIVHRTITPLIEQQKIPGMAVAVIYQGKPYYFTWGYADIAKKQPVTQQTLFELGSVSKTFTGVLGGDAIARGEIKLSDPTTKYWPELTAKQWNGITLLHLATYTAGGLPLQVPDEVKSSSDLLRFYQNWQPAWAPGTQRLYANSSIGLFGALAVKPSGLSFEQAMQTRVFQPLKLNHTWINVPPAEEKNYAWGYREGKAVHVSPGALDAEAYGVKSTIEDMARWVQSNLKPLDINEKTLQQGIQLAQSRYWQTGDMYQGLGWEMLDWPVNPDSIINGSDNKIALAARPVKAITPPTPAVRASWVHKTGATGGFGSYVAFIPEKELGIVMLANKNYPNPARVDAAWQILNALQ
#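 20 mM phosphate pH 7.0 + 0.01% (detergent screen) or 0.0001% Triton X-100; 5.3 nM AmpC reagent; cpd preinc 15 min RT; nitrocefin (800 uM stock) to start; A480 q20 s × 4 min; Activity was normalised to no-enzyme and no-compound control wells.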
# AmpC inh detg – AmpC beta-lactamase inhibition with detergent present; P00811; AID 485294; Potency, µM (top dose mostly 114 µM), for the others: top-dose activity change, negative = inhibition, most hits filed as inhibitors; 0.041% of 370,000 active; AmpC hydrolysis of nitrocefin, absorbance 480 nm, 0.01% Triton;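 further: potency means the concentration at half of the fitted maximal effect; 0% = no-compound wells and -100% = no-enzyme wells; nearly all actives have a fitted effect of over 25% in size; some results filed as inactive show a strong effect at the top dose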
#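 20 mM phosphate pH 7.0 + 0.01% (detergent screen) or 0.0001% Triton X-100; 5.3 nM AmpC reagent; cpd preinc 15 min RT; nitrocefin (800 uM stock) to start; A480 q20 s × 4 min; Activity was normalised to no-enzyme and no-compound control wells.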
# HCMV inh – inhibitors of human cytomegalovirus; activity change, negative = inhibition, % at 57.5 µM; HFF cells, HCMV-luciferase reporter, 72 h; stronger effect = lower value; 4.5% of 410,000 active; in the data active means activity change below about -60%; inconclusive means no clear call, values can overlap the other calls; inactive means above about -39%
#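 Screen run at 2 compound doses on HFFs infected with reporter HCMV, MOI 1 PFU/cell. Luciferase activity from cell lysates at 72 h post infection gave inhibition relative to buffer-only and Salinomycin wells.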
# The depositor's hits bear a star; ? = inconclusive; nt = not tested or not shown; & = joins results of further samples; [ ] = another dose, or the depositor's remark. Unless noted, the call rests on the fitted dose curve; in most records, active means well fitted curve in the direction sought with a large enough effect; inconclusive means small, poorly fitted or top-dose-only effect, or another doubt; inactive means no such curve, though single readings can be large; an effect the other way counts as inactive or inconclusive. Unless noted, on the % scale 0 is the no-effect control and ±100 the full control effect. Rows were taken by chance; overall some 7.5% were active at least once.
entry	mol	LmPK inhibitor	AMA1 RON2 block	TbPYK inhibitor	HCV inhibitor
1	N=c1c(C(=O)NC2CCCCC2)cc2c(=O)n3ccccc3nc2n1CC1CCCO1 (stereo not drawn)	-1.8%	3.6%	0.3%	-26.4%
2	Cc1cc(NC(=O)CSCC(=O)Nc2ccccc2N2CCCCC2)no1	nt	-13.7%	9.9%	-2.4%
3	OCC[C@@H]1C[C@H](O)[C@@H](O)[C@]2(OCc3ccccc32)O1	-9.6%	-7.3%	-2.2%	7.0%
4	O=C(CN1CCCC1c1ccc2c(c1)OCCO2)NC(=O)Nc1ccccc1 (stereo not drawn)	nt	10.3%	-4.4%	4.4%
5	COc1ccc2cc(C(=O)NCc3ccccc3CN3CCCC3)ccc2c1	nt	0.0%	-4.3%	7.08µM*
6	CCc1ccc(N(CC)C(=O)Cn2cnc3sc(C)c(S(=O)(=O)N4CCN(c5ncccn5)CC4)c3c2=O)cc1	nt	nt	2.4%	nt
7	CCNC1(C#N)CCN(Cc2ccccc2)CC1	nt	9.7%	1.5%	8.1%
8	O=C(COC(=O)c1ccc(O)cc1)Nc1cccc(S(=O)(=O)NC2=NCCCCC2)c1	1.1%	-5.2%	-3.8%	-2.8%
9	O=C(CSc1ccc([N+](=O)[O-])cn1)Nc1ccc(N2CCOCC2)cc1	6.0%	0.2%	-1.7%	10.3%
10	COC(=O)c1ccc(N2CC3CNC(=O)C2(C(=O)OC)N3C)cc1 (stereo not drawn)	nt	7.0%&12.8%	-1.1%&-4.7%	17.8%&21.5%
11	Cc1cccc2sc(NC(=O)c3ccc(Cl)s3)nc12	-3.8%	11.9%	3.9%	10µM*
12	COc1ccc(NC(=O)N2CCCC(c3nc(-c4ccc(OC)cc4)no3)C2)cc1 (stereo not drawn)	0.8%	1.8%	-3.2%	22.4µM*
13	Cc1ccc(C(=O)NC2CCCCCC2)o1	1.1%	0.6%	2.1%	-18.4%
14	Cc1ccc(CNC(=O)CNC(=S)N(Cc2ccccc2)Cc2ccccc2F)cc1	2.2%	-0.4%	0.3%	?
15	Cc1cc(C)c(C(=O)Cn2cnc3cc([N+](=O)[O-])ccc3c2=O)cc1C	-1.8%	0.2%	-2.5%	?

entry	AmpC no deterg	AmpC inh detg	HCMV inh
1	-8.5%	4.6%	2.7
2	-12.6%	-2.2%	-21.0
3	-20.9%	-11.0%	30.0
4	-18.6%	-2.0%	0.0
5	48.4%	-2.2%	-33.3
6	nt	17.3%	-18.4
7	nt	nt	?
8	-36.6%	-8.8%	-35.9
9	3.7%	-5.8%	-22.6
10	-10.8%&-21.0%	nt	2.2&-5.7
11	-29.2%	?	90.0
12	0.5%	1.7%	?
13	-15.5%	?	11.6
14	-19.7%	4.2%	0.3
15	-22.8%	0.3%	-31.2

# 4 entries out of the list, arranged by count of non-hydrogen atoms, lowest first.
entry	mol	LmPK inhibitor	AMA1 RON2 block	TbPYK inhibitor	HCV inhibitor
15	Cc1cc(C)c(C(=O)Cn2cnc3cc([N+](=O)[O-])ccc3c2=O)cc1C	-1.8%	0.2%	-2.5%	?
5	COc1ccc2cc(C(=O)NCc3ccccc3CN3CCCC3)ccc2c1	nt	0.0%	-4.3%	7.08µM*
12	COc1ccc(NC(=O)N2CCCC(c3nc(-c4ccc(OC)cc4)no3)C2)cc1 (stereo not drawn)	0.8%	1.8%	-3.2%	22.4µM*
14	Cc1ccc(CNC(=O)CNC(=S)N(Cc2ccccc2)Cc2ccccc2F)cc1	2.2%	-0.4%	0.3%	?

entry	AmpC no deterg	AmpC inh detg	HCMV inh
15	-22.8%	0.3%	-31.2
5	48.4%	-2.2%	-33.3
12	0.5%	1.7%	?
14	-19.7%	4.2%	0.3

# More compounds follow.
entry	mol	LmPK inhibitor	AMA1 RON2 block	TbPYK inhibitor	HCV inhibitor
16	COc1ccc(C(=O)N2CCN(C(=O)COc3ccc(C)cc3)CC2)cc1OC	nt	nt	-0.3%	nt
17	O=c1[nH]cc(F)c(=O)n1C1OC(CO)C(O)C1O (stereo not drawn)	nt	0.4%	-4.3%	nt
18	COc1cc(OC)c(NC(=O)c2cccc(F)c2)cc1Cl	-0.7%	0.6%	1.0%	?
19	C=CCn1c(COc2ccccc2F)nnc1SCC(=O)Nc1cc2oc3ccccc3c2cc1OC	11.2%	-2.2%	-0.2%	7.08µM*
20	COc1cccc(CN(C)Cc2cc(=O)oc3cc(O)c(Cl)cc23)c1	0.9%	?	4.1%	22.2%
21	COc1cc(Cl)ccc1OCc1cc(C(=O)N(C)CC2CCCCO2)no1 (stereo not drawn)	6.5%	-10.7%	-3.3%	-21.5%
22	N#Cc1cc2c(ccc3ccccc32)oc1=O	6.8%	4.5%	0.2%	-2.2%
23	CCc1ccc(NC(=O)N(CCCN2CCOCC2)C(C)c2cc3cccc(OC)c3o2)cc1 (stereo not drawn)	-7.2%	9.9%	0.3%	?
24	Cc1ccc(S(=O)(=O)NCC(=O)OCC(=O)Nc2ccc(C)c(S(=O)(=O)N3CCOCC3)c2)cc1	nt	-4.3%	-4.1%	8.0%
25	O=C(CSc1nnc(-c2ccco2)o1)NC(=O)Cc1ccccc1	8.1%	-25.3%	-7.9%	5.6%
26	O=C(NCCc1csc(-c2ccc(F)cc2)n1)c1ccco1	nt	nt	-12.5%	nt
27	COC(=O)c1ccc2[nH]cc(CCO)c2c1	-0.2%	19.0%	5.2%	5.9%
28	Cc1nc(NCC2CCCO2)nc2c1C(=O)CC(C)(C)C2 (stereo not drawn)	2.7%	12.4%	-5.1%	14.6%
29	CCn1c2ccccc2c2cc(NC(=O)Nc3ccc([N+](=O)[O-])cc3C)ccc21	1.2%	nt	nt	nt
30	Cc1ccc(O)c(NC(=O)CCSc2nc(-c3ccco3)cc(C(F)(F)F)n2)c1	nt	nt	-9.2%	nt

entry	AmpC no deterg	AmpC inh detg	HCMV inh
16	nt	14.5%	28.6
17	nt	nt	3.2
18	-19.4%	11.4%	7.9
19	1.3%	?	-14.6
20	-47.3%	?	-4.0
21	63.3%[activator]	-11.4%	34.2
22	-6.8%	-3.7%	?
23	149.0%[activator]	-1.6%	12.7
24	-1.9%	nt	-2.8
25	-23.3%	0.2%	1.0
26	nt	11.9%	-9.5
27	124.2%[activator]	-8.6%	5.5
28	3.5%	1.4%	36.0
29	-19.7%	?	nt
30	nt	-0.4%	-28.9

# Following part:
entry	mol	LmPK inhibitor	AMA1 RON2 block	TbPYK inhibitor	HCV inhibitor
31	O=C(c1ccccc1)c1cccc[n+]1[O-]	-0.6%	11.1%	-3.8%	4.4%
32	Cc1ccc(SCC(=O)Nc2cccc(S(=O)(=O)N3CCOCC3)c2)cc1C	nt	-27.5%	1.9%	?
33	O=C(c1ccc(Cl)cc1)C1CCCN(Cc2ccon2)C1 (stereo not drawn)	-1.2%	-11.1%	4.2%	-1.3%
34	CCC1=NN(C(=O)Cc2ccc(OC)cc2)C(O)(C(F)(F)F)C1 (stereo not drawn)	0.4%	32.8%[activator]	2.3%	11.9%
35	COc1ccc(C)cc1S(=O)(=O)Nc1ccc2c(c1)OCCO2	11.3%	3.0%	-4.0%	-1.3%
36	O=C(/C=C1\C(=O)Nc2ccccc21)/C=C1\C(=O)Nc2ccccc21	?	-15.9%	?	?
37	Cc1ccc2[nH]c(=O)c(C3C(C#N)=C(N)Oc4c3ccc3cccnc43)cc2c1 (stereo not drawn)	-2.1%	-11.4%	53.1%[activator]	10µM*
38	CS(=O)(=O)N(CC(=O)O)c1ccc(Oc2ccccc2)cc1	0.6%	5.4%	5.5%	16.7%
39	O=C(Nc1ccccc1Cl)c1ccc(=O)[nH]n1	0.1%	1.4%	-4.6%	-2.5%
40	Cc1ccc(S(=O)(=O)N2CCCCC2)cc1NC(=O)COC(=O)c1ccc(=O)[nH]c1	nt	7.3%	-8.4%	17.9%
41	CC(=O)Nc1ccc(OCC(O)Cn2c(C)nc3ccccc32)cc1 (stereo not drawn)	0.5%	-13.3%	1.7%	-13.1%
42	COc1ccc(NC(=O)CCn2c(=S)[nH]c3ccccc3c2=O)cc1OC	13.3%	27.8%	-4.4%	-27.2%
43	CCN(CC(=O)Nc1ccc2c(c1)CCC2)Cc1nc2ccccc2c(=O)[nH]1	1.7%	88.0%[activator]	-5.2%	?
44	CC(C)C(NC(=O)c1c(F)cccc1F)C(=O)NCc1ccncc1 (stereo not drawn)	nt	-13.7%	-4.1%	5.4%
45	O=C(COc1ccc(Cl)cc1)NCCSCc1ccccc1Cl	1.4%	13.9%	-2.5%	6.1%

entry	AmpC no deterg	AmpC inh detg	HCMV inh
31	-10.8%	-9.8%	-39.6
32	-20.4%	-9.6%	-0.5
33	-0.1%	4.5%	-18.9
34	-9.6%	-5.5%	-33.5
35	-8.2%	-2.2%	16.1
36	-36.4%	-11.3%	-13.9
37	-18.6%	2.3%	-92.0*
38	-12.2%	-5.0%	-4.1
39	-13.6%	-3.7%	-21.1
40	-14.2%	3.5%	-1.4
41	-6.9%	-2.5%	-6.3
42	-14.3%	4.7%	-17.3
43	-11.0%	-2.1%	37.7
44	-11.5%	?	-22.1
45	-0.9%	-12.6%	-21.0

# Carrying on.
entry	mol	LmPK inhibitor	AMA1 RON2 block	TbPYK inhibitor	HCV inhibitor
46	Cc1cccnc1NC(=O)c1cccc(S(=O)(=O)N2CCCC2)c1	nt	0.2%	-0.2%	24.1%
47	Cc1cccc(-c2nc3c(cnn3-c3ccccc3)c(=O)n2-c2ccc(Cl)cc2)c1	nt	nt	5.5%	nt
48	COc1cc(OC)cc(C(=O)OCc2ccc([N+](=O)[O-])cc2)c1	-0.1%	-10.8%	0.9%	-4.5%
49	Cc1ccc(S(=O)(=O)NCCC(=O)OCC(=O)NC(=O)c2cccn2C)cc1	3.1%	-0.5%	-5.3%	6.0%
50	CC(C)c1nnc(NC(=O)c2cc3cc(Br)ccc3oc2=O)s1	-0.6%	14.7%	5.0%	-15.5%
51	CC(CCC(=O)O)C1CCC2C3CC(O)C4CC(O)CC[C@]4(C)C3CCC12C (stereo partly drawn)	nt	-9.7%	-1.3%	14.7%
52	COc1cc(C(=O)N/N=C/c2coc3ccc(Cl)cc3c2=O)ccc1O	1.2%	19.2%	-5.7%	-8.9%

entry	AmpC no deterg	AmpC inh detg	HCMV inh
46	-7.0%	-20.0%	52.3
47	nt	11.3%	5.2
48	-15.9%	6.8%	?
49	-18.0%	-1.8%	-17.9
50	-46.0%	?	-28.6
51	nt	nt	?
52	-24.0%	-8.2%	23.0
